ZTA counter = blocks Epstein-Barr virus ZTA, an EBNA-1 counter-screen; ZTA-DNA binding, fluorescence polarization; inhibition, % at 11 µM; 320,000 compounds, 0.15% hits; in the data active = inhibition above about 33%
CTSL1 counter = counter-screen for PFM18AAP inhibitors: inhibitors of F. hepatica cathepsin L1; AID 1906; inhibition, % at 5.96 µM; 300,000 compounds, 0.49% hits; recombinant F. hepatica cathepsin L1, Z-Leu-Arg-MCA fluorescence;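 active = inhibition above the mean of all tested compounds plus 3 SD, set per screening campaign, cut at about 17% in these data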;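 note: 0% = plate median of test compound wells and 100% = 1 µM Z-Phe-Ala-diazomethylketone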
Yeast superoxide = lowers age-related superoxide in aged yeast cells; S. cerevisiae aged cells, superoxide DHE fluorescence; hits give low values; superoxide response (% of plate mean), % at 10 µM; 330,000 compounds, 0.18% hits;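 active = superoxide response under a set limit, about three screen SD below normal, cut at about 65% in these data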;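 note: yeast aged for seven days with compound at 30 °C before DHE staining; 100% = average MFI of all compound-treated wells on the plate with controls excluded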
PP5 primary = PP5 (human) phosphatase inhibition; purified PP5c, OMFP substrate fluorescence; inhibition, % at 6.7 µM; 320,000 compounds, 0.18% hits; AID 1987;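 active = inhibition above the campaign's mean inhibition across all tested compounds plus 3 SD, cut at about 9.5% in these data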;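 note: 0% = DMSO only and 100% = 100 µM cantharidin control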
Target sequence (P53041 whole entry, looked up): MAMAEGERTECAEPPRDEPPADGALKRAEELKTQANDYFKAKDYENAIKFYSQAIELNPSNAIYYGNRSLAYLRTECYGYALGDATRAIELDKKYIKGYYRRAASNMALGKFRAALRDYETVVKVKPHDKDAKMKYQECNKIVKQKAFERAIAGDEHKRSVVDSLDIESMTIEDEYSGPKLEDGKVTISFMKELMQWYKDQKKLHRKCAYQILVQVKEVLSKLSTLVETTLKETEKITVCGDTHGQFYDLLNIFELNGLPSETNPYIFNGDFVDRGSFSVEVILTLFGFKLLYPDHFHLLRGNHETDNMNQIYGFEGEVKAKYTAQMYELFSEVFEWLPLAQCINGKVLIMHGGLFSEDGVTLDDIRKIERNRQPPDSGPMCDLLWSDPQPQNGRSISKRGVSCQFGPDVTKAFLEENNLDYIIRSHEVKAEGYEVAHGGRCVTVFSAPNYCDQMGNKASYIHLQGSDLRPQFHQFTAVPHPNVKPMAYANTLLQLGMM
PP1 inh = PP1-alpha (human) inhibition in PP5 counter-screen | AID 2235 | inhibition, % at 6.7 µM | 320,000 compounds, 0.9% hits | P62136 | purified PP1alpha, OMFP fluorescence;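 active = inhibition above the mean inhibition of all tested compounds plus 3 SD, computed separately for each screening campaign, cut at about 15% in these data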
Target sequence (P62136 whole entry, looked up): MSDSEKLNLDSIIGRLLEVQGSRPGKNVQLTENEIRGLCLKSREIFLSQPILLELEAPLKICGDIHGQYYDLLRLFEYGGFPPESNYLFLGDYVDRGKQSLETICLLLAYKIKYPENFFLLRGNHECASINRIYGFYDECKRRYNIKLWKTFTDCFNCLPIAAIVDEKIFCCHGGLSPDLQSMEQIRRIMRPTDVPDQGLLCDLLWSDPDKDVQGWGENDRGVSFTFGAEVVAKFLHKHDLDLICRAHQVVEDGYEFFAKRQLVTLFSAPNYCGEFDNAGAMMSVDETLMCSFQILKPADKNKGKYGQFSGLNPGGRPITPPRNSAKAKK
GASC-1 inh = human JMJD2C demethylase inhibition | Q9H3R0 | GST-JMJD2C(1-420) H3K9me3 demethylation, DELFIA europium | inhibition, % at 2.35 µM | 330,000 compounds, 0.069% hits | AID 2099;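 active = more than half of a compound's replicate wells show inhibition beyond 50%, single wells judged on their own value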;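 note: signal counts dimethyl H3K9 product captured on neutravidin plate; 0% = median of DMSO wells and 100% = 0.3 times that DMSO median; strong numbers were not always called active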
EBNA-1 inhibitor = blocks EBNA-1 binding to DNA; EBNA-1 DNA binding, fluorescence polarization; inhibition, % at 14.8 µM; 300,000 compounds, 0.34% hits; AID 1950; in the data active = inhibition above about 28%
TPT1 inh = blocks Candida albicans tRNA 2'-phosphotransferase | recombinant caTPT1, FP RNA substrate dephosphorylation | inhibition, % at 5 µM | 300,000 compounds, 0.81% hits;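 active = inhibition above the mean of all tested compounds plus 3 SD, set per screening campaign, cut at about 24% in these data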;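 note: plate controls were DMSO alone for no effect and ferristatin control at 100 nM for full effect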
HCV core dimer = blocks dimerization of HCV core protein | TR-FRET GST/Flag-core106 dimerization, 1536-well | inhibition, % at 5 µM | 300,000 compounds, 0.33% hits | AID 1899;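 active = inhibition above the mean of all tested compounds plus 3 SD, set per screening campaign, cut at about 45% in these data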
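Assay system – GST-tagged and Flag-tagged HCV core protein residues 1-106 · Quantity – core106 proteins, GST 13.5 nM and Flag 17 nM · Benchmarks – unlabelled core106 and no-GST-core106 wells · Read-out basis – percent inhibition of core106 dimerization signal · Detection – time-resolved FRET, ex 340 nm, em 617 and 671 nm · Schedule – 4 h at 22.5 °C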
The depositor's hits bear a star; x = not tested or not shown.

SMILES	ZTA counter	CTSL1 counter	Yeast superoxide	PP5 primary	PP1 inh	GASC-1 inh	EBNA-1 inhibitor	TPT1 inh	HCV core dimer
CC(=O)N/C(N)=N/c1nc(=O)c2ccccc2s1	0	0	97	1.2	-4	-20	3	0	-6
O=C1[C@H]2[C@@H](/C=C/c3ccccc3)N3C(=O)CN(CC4CC4)C(=O)[C@@]3(Cc3ccccc3)[C@H]2C(=O)N1c1ccccc1	-6	-9	113	4.6	-1	3	-3	2	10
O=C1C2CC=CCC2C(=O)N1CNc1ccccc1 (centres undefined)	-6	-3	102	1.1	-2	-2	-6	-2	7
O=C(CCn1c(=S)[nH]c2ccccc2c1=O)N1CCCCC1	-10	-5	97	0.1	-3	-5	-7	-2	-10
CC(=O)N(Cc1cc(=O)[nH]c2ccccc12)c1ccccc1C	9	-5	89	-0.3	-4	12	0	-2	6
CSc1nc2nc(-c3cccc(C(F)(F)F)c3)ccn2n1	2	2	108	2.6	-2	1	5	-2	2
CC(C)(C)c1ccccc1OCC(O)CN1CCN(c2ccccn2)CC1 (centres undefined)	7	3	106	5.2	4	-2	0	-1	9
Cc1ccc(C2=NS(=O)(=O)N(C)C(C(=O)Nc3cc(C)n(CC(=O)N4CCCCC4)n3)=C2)cc1	12	3	95	1.3	2	0	-10	-2	3
CC(=O)CSc1nnc(CN2C(=O)CSc3ccc(C(F)(F)F)cc32)n1C	-9	-6	113	-1.4	-4	-4	-3	-4	-2
CC(C)NC(=O)CC(=O)N/N=C/c1ccc(F)cc1	-5	0	86	0.2	-3	-2	3	-3	-5
O=C(Oc1coc(CSc2nnc(NC(=O)C3CC3)s2)cc1=O)c1ccccc1	14	-7	111	-0.7	-3	21	2	0	10
COc1cc(/C=C/C(=O)O)cc(S(=O)(=O)Nc2ccc3c(c2)CCC3)c1OC	9	2	84	0.7	2	4	-4	-2	9
CCc1nc2c(c(SC)nn2-c2ccccc2)c(N)c1C(=O)OC	4	0	105	1.3	-1	5	7	-3	7
CC(C)c1c(C(=O)N/N=C/c2ccco2)nnn1-c1nonc1N	5	2	90	1.3	-2	-4	-5	-5	2
COc1ccc(CC2(CO)CCN(C(C)Cc3ccc(Cl)cc3)CC2)cc1 (centres undefined)	3	1	77	-2.2	-3	6	-5	0	-4
Cc1cc(Br)ccc1NC(=O)CNC(=O)c1cnn(C)c1	-17	x	97	0.3	-3	-2	x	x	x
COc1ccccc1NC(=S)NC1CCCCCC1	-8	0	93	2.1	1	-67	-3	-1	-6
Cc1ccc(NS(=O)(=O)c2cccc3cccnc23)cc1Cl	2	-5	97	3.7	1	-3	2	-3	4
O=C(/C=C/c1cccs1)N1CCC2(CC1)Oc1ccc(Cl)cc1C(=O)C21CC(c2cccnc2)=NO1 (centres undefined)	-15	-1	96	-0.4	1	45	1	0	-6
O=C(CCCCCNC(=O)c1ccccc1)N/N=C/c1ccccc1O	4	0	100	1.2	2	7	0	0	-2

Reprinted at random: 2 records from the list
SMILES	ZTA counter	CTSL1 counter	Yeast superoxide	PP5 primary	PP1 inh	GASC-1 inh	EBNA-1 inhibitor	TPT1 inh	HCV core dimer
CC(=O)CSc1nnc(CN2C(=O)CSc3ccc(C(F)(F)F)cc32)n1C	-9	-6	113	-1.4	-4	-4	-3	-4	-2
COc1ccc(CC2(CO)CCN(C(C)Cc3ccc(Cl)cc3)CC2)cc1 (centres undefined)	3	1	77	-2.2	-3	6	-5	0	-4

(listing goes on)
SMILES	ZTA counter	CTSL1 counter	Yeast superoxide	PP5 primary	PP1 inh	GASC-1 inh	EBNA-1 inhibitor	TPT1 inh	HCV core dimer
Cc1ccc(-c2nc3ccccc3o2)cc1NC(=S)NC(=O)c1cc2ccccc2o1	24	-2	103	-3.2	1	-12	14	0	-4
Cc1nc(SCC(=O)Nc2ccc3c(c2)OCCO3)c2oc3ccccc3c2n1	-4	-1	81	3.7	5	5	-5	-1	0
Cn1c(=O)nc2n(Cc3ccccc3)c3ccccc3cc-2c1=O	8	0	108	2.1	1	-6	5	5	7
Brc1ccccc1-n1nnc(-c2cnc3ccccc3c2)n1	2	-1	93	1.9	2	2	-5	-3	12
Cc1cc(-c2ccc(C(C)C)c(S(=O)(=O)N3CCC(C)CC3)c2)on1	-6	-4	113	0.5	-1	-14	-13	3	9
CN1CCN(S(=O)(=O)c2cccc(S(=O)(=O)c3ccc(Cl)cc3)c2)CC1	-3	-7	108	2.8	1	4	-10	3	-6
CCn1c(SCC(=O)c2ccc(F)cc2)nnc1-c1ccoc1C	-3	-6	94	0.3	2	3	6	-5	6
CC(C(=O)Nc1cccc([N+](=O)[O-])c1)N(c1ccccc1)S(C)(=O)=O (centres undefined)	-27	-5	103	-1.0	-3	-5	4	1	-1
CCNc1nc(NC(C)C)nc(SCCOc2ccc(C)cc2)n1	-11	1	93	4.8	2	2	-7	-4	1
CC(C)(C)OC(=O)N1CCN(C(=O)Cn2cc(CCO)nn2)CC1	11	-1	87	0.9	0	1	2	0	-5
COc1ccc(CC(=O)N2CCNC2=O)cc1	1	2	108	2.6	-3	1	-6	-1	-1
CCCCCC(O)(c1ccc(OCC)cc1)C(CN1CCOCC1)c1ccccc1 (centres undefined)	0	2	112	3.5	0	-5	-5	-2	-3
CC(C)CCNC(=O)COc1ccc(N(C)S(=O)(=O)c2ccc(F)cc2)cc1	-5	0	108	4.0	4	3	2	-1	-6
O=C(COc1ccc2ccc(=O)oc2c1)N1CCc2ccccc21	-6	2	75	0.2	15	5	-9	0	-5
Cc1nc(SCC(=O)NC(C)(C)C)c2c(-c3cccs3)csc2n1	-13	0	116	2.8	1	-77	2	4	7
COc1ccc([N+](=O)[O-])cc1NC(=O)C(C)OC(=O)C1CCC1 (centres undefined)	-2	-36	111	-1.0	-10	26	-9	0	4
O=S(=O)(O)c1cccc(N=Nc2c(O)ccc3ccccc23)c1	1	1	113	5.8	-9	11	-7	9	-9
CN(Cc1cnccn1)C(=O)CC1C(=O)NCCN1CC(c1ccccc1)c1ccccc1 (centres undefined)	3	7	99	-1.4	5	13	-6	-4	0
O=C(COC(=O)/C=C/c1ccc(Cl)cc1Cl)Nc1ccc2c(c1)OCCO2	14	-3	88	-1.2	-2	-10	10	0	2
O=C(NCCc1ccc(F)cc1)c1ccc([N+](=O)[O-])cc1	7	-8	94	0.0	-5	13	7	-4	-2
Cc1cc(C)c(S(C)(=O)=O)c(Oc2cccc(Cl)c2)n1	-17	0	102	2.1	-3	1	4	-5	-5
O=C(CN1C(=O)c2ccc([N+](=O)[O-])cc2C1=O)NC1CCCCCC1	9	4	87	3.0	-2	39	2	-2	3
COc1ccccc1N1CCN(C(=O)c2ccc3c(=O)n4c(nc3c2)CCCCC4)CC1	-2	x	109	4.9	-3	-6	x	x	x
Cc1nc(CC(=O)N2CCN(S(=O)(=O)c3ccccc3C#N)CC2)cs1	12	2	100	1.0	-2	10	2	1	4
COCCCN(C(=S)Nc1ccc(OC)cc1)C(C)c1ccncc1 (centres undefined)	11	-2	103	-2.2	-5	1	4	0	-1
Cc1ccc(/C=N/N=C2/NC(=O)C(CC(=O)Nc3ccc(Cl)cc3)S2)o1 (centres undefined)	-16	-1	116	2.0	-3	-12	-3	-2	3
CCn1c(NC)cc(=O)n(C)c1=O	8	-3	92	0.6	2	20	7	-8	-3
O=C(c1ccc(F)cc1)N1CCCCC(Sc2nnc3ccccn23)C1=O (centres undefined)	10	1	113	-0.9	-3	-42	11	1	1
COc1ccc(Cn2cnc3c4cc(F)ccc4n(C)c3c2=O)cc1	-27	-4	90	-1.1	0	4	4	-2	-5
Cc1ccc(NC(=O)Cn2ncn3c(cc4ccccc43)c2=O)c(C)c1	6	-1	114	2.1	6	-10	-10	3	21
COCCNC(=O)C(=O)NCC1OCCN1S(=O)(=O)c1ccc2c(c1)OCCO2 (centres undefined)	-4	7	99	-0.1	-2	-1	7	0	2
N#CCCCSc1ncccc1-c1nc2ccccc2[nH]1	-9	-3	99	3.4	-2	-1	-2	-2	4
COc1ccc(CCNC(=O)COc2coc(CN3c4ccccc4CC3C)cc2=O)cc1OC (centres undefined)	18	-3	112	2.3	-3	-8	7	0	-1
CCOn1c(=O)c(-c2ccc(Cl)cc2)[n+]([O-])c2ccccc21	1	3	103	0.7	3	95	-6	1	-1
COc1ccccc1N1CCN(C(=O)CSc2ccccc2)CC1	-11	-4	102	2.9	-2	-4	-1	4	1
C=CCN(c1ccc(C(N)=O)cc1)S(C)(=O)=O	4	-3	103	1.6	-3	8	-8	-1	3
COc1ccc(CN2CC(C(=O)N3CCOCC3)CC2=O)cc1 (centres undefined)	-3	1	98	1.0	6	4	47*	2	-1
CCc1ccc(NS(=O)(=O)c2ccc3[nH]c(=O)[nH]c3c2)cc1	4	0	90	-0.4	-2	-2	9	-1	-1
COc1ccc(OC)c(CN2CCN(S(=O)(=O)c3ccc(NC(C)=O)cc3)CC2)c1	-11	7	103	1.6	-1	4	-16	0	1
CCN(Cc1ccncc1)C(=S)Nc1c(C)cccc1C	13	0	101	-1.3	-5	-7	5	-16	-2

Taken from above.
COCCCN(C(=S)Nc1ccc(OC)cc1)C(C)c1ccncc1 (centres undefined) @ CTSL1 counter = -2
Cc1cc(C)c(S(C)(=O)=O)c(Oc2cccc(Cl)c2)n1 @ CTSL1 counter = 0

(more compounds)
SMILES	ZTA counter	CTSL1 counter	Yeast superoxide	PP5 primary	PP1 inh	GASC-1 inh	EBNA-1 inhibitor	TPT1 inh	HCV core dimer
CC(=O)Nc1ccc(Br)c2ccccc12	-3	-1	92	0.3	1	-5	-1	-2	2
CCc1nc2sc3c(c2c(=O)n1CCO)CCC3	10	5	101	0.2	-3	8	1	1	4
Cc1ccc(-c2cc(-c3ccccc3)[nH]c(=S)c2C#N)cc1	-7	0	98	3.0	-3	41	6	6	-5
NC(=O)C1CCN(c2ccc(C(F)(F)F)cn2)CC1	10	7	93	-1.3	-6	-3	9	0	0

Bioassay records (PubChem)
